Source: PubChem (several laboratories)
NS5 inhibitors: Dengue-2 NS5 methyltransferase inhibitors, primary screen, biochemical, confirmation dose response (AID 588689) | 340,000 compounds, 0.3% hits | inhibition, % at 25 µM, or IC50 in µM where a hit was titrated | Dengue-2 NS5 methyltransferase capping enzyme assay, biochemical; higher % means a stronger effect; in the data active means a potency from the dose series
MgcRacGAP inhibition: MgcRacGAP GTPase-activating activity inhibitors, confirmation, biochemical, ADP Hunter fluorescence; MgcRacGAP-stimulated Rac1 GTP hydrolysis, ADP Hunter fluorescence; higher % means a stronger effect; GST-tagged Rac1 F28L mutant substrate; inhibition, % at 30 µM, or IC50 in µM where a hit was titrated; 340,000 compounds, 0.6% hits; AID 624330;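 active means first-screen hits whose inhibition reached a set limit at any dose in the follow-up dose series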;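 further: fluorescence reports GDP produced by GAP-driven GTP hydrolysis; strong numbers were not always called active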
Salmonella PhoP GFP: PhoP-dependent GFP reporter repression – Salmonella Typhimurium, primary screen (AID 1863). S. Typhimurium PhoP-regulated promoter GFP reporter, 4 h; higher % means a stronger effect. one-dose inhibition, % at 50 µM; IC50 in µM for titrated hits. 300,000 compounds, 0.16% hits;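 active means inhibition over 29.93%, a cutoff 3 SD above the screen mean, later confirmed by dose response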;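 further: 0% = low Mg2+ inducing control and 100% = high Mg2+ repressing control; strong numbers were not always called active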
West Nile antiviral: West Nile virus antiviral activity, cell-based, CPE readout (AID 1621) | West Nile virus-infected cells, CPE inhibition; higher % means a stronger effect | CPE inhibition, % at 10 µM; hits with a dose series show IC50 in µM | 290,000 compounds, 0.02% hits; in the data active means a potency from the dose series; further: strong numbers were not always called active
T cell HTS: T cell immune modulators affecting CD8 T cell-vesicle binding. calls only at 7 µM. 2C CD8+ T cell-vesicle binding, flow cytometry; active compounds read low. 330,000 compounds, 0.068% hits;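 active means response, share of CD8 T cells binding vesicles, and their 90th percentile fluorescence all below set limits, cut at about 80% in these data, passing the limit was not always enough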
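Material: murine 2C transgenic CD8+ T lymphocytes / Also added: QL9-peptide-loaded Drosophila micro-vesicles bearing Ld, ICAM-1 and B7-1 / Schedule: binding step 1.5 h, 37 °C, antibody labelling 20 min, ice / Signal: flow cytometry, PE anti-B7-1 (FL2) versus Alexa647 anti-CD8 (FL8), PFA-fixed / Evaluation: percent CD8+ FL2 mean versus row control / Benchmarks: naked versus QL9-loaded vesicles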
UTI89 phage lysis: inhibition of K1F phage lysis, E. coli UTI89, bacterial capsule biogenesis inhibitors, alamar blue (AID 488966). E. coli UTI89 K1F phage lysis, alamar blue, 2 h; higher % means a stronger effect. one-dose inhibition, % at 100 µM; IC50 in µM for titrated hits. 340,000 compounds, 0.02% hits;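 active means phage lysis inhibition, versus mean bacterial control, above a set limit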;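 further: capsule biogenesis inhibitors block K1F phage lysis so surviving cells raise fluorescence; higher fluorescence means more inhibition of phage lysis; actives were called in the ten point dose series up to 300 µM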
NTR1 agonist: NTR1-driven beta-arrestin-GFP spot formation – imaging, U2OS cells, high content, primary screen (AID 493036). activation, % at 20 µM. agonist mode. 330,000 compounds, 0.17% hits. P30989;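 active means activation at or above 40% of the spot to cytoplasm intensity ratio, with at least 20 cells analyzed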;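 further: 0% = DMSO without peptide and 100% = 100 nM NTR1 peptide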
Target sequence (P30989 whole entry, looked up): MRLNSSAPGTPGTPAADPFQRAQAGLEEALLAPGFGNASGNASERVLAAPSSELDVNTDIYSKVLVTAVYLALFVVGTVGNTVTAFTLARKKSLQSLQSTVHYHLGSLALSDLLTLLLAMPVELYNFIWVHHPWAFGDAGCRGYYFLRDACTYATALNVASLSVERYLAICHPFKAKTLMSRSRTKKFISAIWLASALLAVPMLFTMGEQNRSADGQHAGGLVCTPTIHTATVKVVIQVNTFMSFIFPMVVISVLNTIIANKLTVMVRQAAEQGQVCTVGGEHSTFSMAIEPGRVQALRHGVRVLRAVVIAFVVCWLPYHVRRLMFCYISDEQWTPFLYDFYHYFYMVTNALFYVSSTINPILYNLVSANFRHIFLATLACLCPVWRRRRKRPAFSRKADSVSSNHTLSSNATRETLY
Large T inhibition: TAg ATPase/helicase activity blockers – biochemical (AID 1903); 310,000 compounds, 0.39% hits; inhibition, % at 20 µM, or IC50 in µM where a hit was titrated; SV40 large T antigen ATPase/helicase inhibition assay; higher % means a stronger effect; in the data active means a potency from the dose series; further: strong numbers were not always called active
RSV antiviral HEp-2: inhibition of RSV-induced cytopathic effect – HEp-2 cells, primary 10 µM value included (AID 2391); HEp-2 cells, RSV-induced CPE inhibition; higher % means a stronger effect; CPE inhibition, % at 10 µM; hits with a dose series show IC50 in µM; 310,000 compounds, 0.13% hits; in the data active means a potency from the dose series; further: strong numbers were not always called active
T cell HTS vesicle-bound %: recorded beside T cell HTS, whose call it bears; double positive events, %; measured here: CD8+ vesicle-bound cell fraction;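 binding gate set so that unloaded-vesicle control wells show 10% double positive cells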
NTR1 agonist cell count 20 µM: second read-out of NTR1 agonist, no call of its own (marks repeat the call); cell count; measured here: cell count, cytotoxicity flag
NS5 inhibitors pilot replicate: recorded beside NS5 inhibitors, whose call it bears; inhibition, %; measured here: pilot screen replicate inhibition
* = called active by the depositor; i = inactive; / = no result given; [ ] = dose if it differs, or a comment.

SMILES | NS5 inhibitors | MgcRacGAP inhibition | Salmonella PhoP GFP | West Nile antiviral | T cell HTS | T cell HTS vesicle-bound % | UTI89 phage lysis | NTR1 agonist | NTR1 agonist cell count 20 µM | Large T inhibition | RSV antiviral HEp-2 | others
CC1(C)C2CCC1(CS(=O)(=O)N1CCCC1C(=O)O)C(=O)C2 (stereo not given) | 14% | 7% | / | / | i | 51 | -1.2% | 0.1 | 65 | / | /
N#Cc1ccc(-c2cn3c(n2)SCC3)cc1 | -9% | 10% | 11% | 0.1% | i | 39 | -0.7%[50 µM] | / | / | 7% | 11%
CC(=O)NCCNC(=O)c1ccc(Sc2ccccc2)c([N+](=O)[O-])c1 | 0% | -33% | 5% | -0.6% | i | 20 | -1.3% | 1.6 | 54 | 6% | 6.6%
COc1ccc(NS(=O)(=O)c2ccc(C)cc2)c([N+](=O)[O-])c1 | 7% | -2% | -11% | -0.3% | i | 1 | 0.1% | 2.5 | 65 | 2% | -0.1%
Cc1ccsc1/C=C/C(=O)O | -5% | 5% | 2% | -0.1% | i | 26 | 0.3% | -0.7 | 50 | 6% | 0.9%
C=CCn1c(Sc2nc(C)cs2)nc2c1c(=O)[nH]c(=O)n2C | -2% | 4% | 1% | / | i | 55 | 4.5% | -1.4 | 43 | 1% | 32%
COc1ccc(C(=O)/C=C(\C)NCc2ccc3c(c2)OCO3)cc1 | 4% | 11% | -1% | -0.1% | i | 25 | 0.7% | -0.1 | 39 | 1% | /
CCc1cccc(NS(=O)(=O)c2csc(C(N)=O)c2)c1 | -4% | / | -1% | -1.7% | i | 21 | 0.3% | 0.8 | 90 | 12% | 1.3%
CCNC(=O)c1ccccc1SCC(=O)Nc1ccc(F)cc1 | -2% | 3% | -1% | -0.7% | i | 36 | 0.4% | -1.0 | 61 | 3% | 1.1%
OCC1(Cc2ccc(F)cc2)CCCN(CCc2ccccc2)C1 (stereo not given) | 8% | 5% | -2% | -0.9% | i | 70 | -1.8% | 1.4 | 72 | -1% | -0.7%
O=C(c1[nH]ncc1[N+](=O)[O-])N1CCOCC1 | -10% | -6% | 3% | -0.2% | i | 60 | 0.2% | 0.9 | 67 | 5% | 1.0%
CCCNC(=O)c1nc(C)c(C)nc1C(=O)Nc1cccc(Cl)c1 | -3% | 5% | 9% | -1.0% | i | 46 | -0.1% | 1.7 | 75 | 4% | 2.9%
O=C(CN1CCN(Cc2ccccc2Cl)C1=O)NCc1cccnc1 | -6% | 11% | 0% | 0.1% | i | 56 | 3.3%[50 µM] | 0.4 | 54 | 4% | -0.1%
CCCCCCSc1ccc(-c2nc3cc(C)ccn3c2NC2CCCCC2)cc1 | 15% | 3% | / | / | i | 8 | 3.7% | 2.9 | 51 | / | /
CCOCCCNC(=O)C(NC(=O)c1ccc(=O)[nH]c1)c1ccc(C)cc1 (stereo not given) | -5% | 7% | 3% | 0.0% | i | 42 | 0.1% | 3.0 | 61 | 4% | 2.2%
O=C1CCN(S(=O)(=O)c2ccccc2)CCN1CCOCc1ccccc1 | -7% | 3% | 0% | 0.1% | i | 19 | 0.5% | 0.3 | 68 | 11% | 1.9%
N#CC(C(=O)NC1CC1)c1nc2ccccc2nc1N1CCCC1 (stereo not given) | -8% | 2% | 7% | 0.4% | i | 41 | -0.6% | 0.2 | 39 | 1% | 2.2%
COc1ccc(CNc2nc3c(c(=O)n(Cc4ccc(Cl)cc4)c(=O)n3C)n2C)cc1 | -10% | 5% | 7% | 1.7% | i | 10 | 0.8% | 30 | 77 | 15% | 3.6% | NS5 inhibitors pilot replicate=1.2
Cc1cccc(CN2CCN(CC(C)C)C(CCO)C2)n1 (stereo not given) | -5% | 10% | / | 0.1% | i | 40 | 0.2% | -1.9 | 43 | 15% | -0.5%
CCCC[n+]1ccn(C2=C([O-])c3ccccc3C(=O)/C2=N\S(=O)(=O)c2ccc(Br)cc2)c1 | 1% | 3% | -1% | -1.3% | i | 48 | 2.1%[50 µM] | -0.9 | 37 | -3% | 0.6%
CCCCN1C(=O)c2ccc(C(=O)NC3(C)CCS(=O)(=O)C3)cc2C1=O (stereo not given) | 0% | 2% | / | / | i | 28 | 1.5%[50 µM] | -0.2 | 69 | / | 2.2%
OCC[C@@H]1C[C@@H](O)[C@H](O)[C@]2(Cc3ccccc3CO2)O1 | -2% | 11% | -8% | -0.6% | i | 33 | 0.9% | -0.9 | 62 | 2% | 1.2%
NC(=O)c1sc2nc(N3CCOCC3)c3c(c2c1N)CCCC3 | -10% | 6% | 14% | -0.4% | i | 60 | -1.1% | 4.7 | 42 | 28% | 23%
O=C(COC(=O)c1ccccc1-c1nc2ccccc2s1)Nc1ccccc1C(F)(F)F | -11% | 0% | -8% | -0.8% | i | 52 | 0.2% | 4.7 | 74 | -4% | 6.2%
O=C(CN1CCN(c2ccccc2O)CC1)NC(=O)NCc1ccco1 | -4% | 4% | -10% | -0.2% | i | 46 | 5.4% | 2.4 | 61 | 2% | 1.5%

Quoted at random: two compounds from above.
SMILES | NS5 inhibitors | MgcRacGAP inhibition | Salmonella PhoP GFP | West Nile antiviral | T cell HTS | T cell HTS vesicle-bound % | UTI89 phage lysis | NTR1 agonist | NTR1 agonist cell count 20 µM | Large T inhibition | RSV antiviral HEp-2 | others
O=C(COC(=O)c1ccccc1-c1nc2ccccc2s1)Nc1ccccc1C(F)(F)F | -11% | 0% | -8% | -0.8% | i | 52 | 0.2% | 4.7 | 74 | -4% | 6.2%
O=C(c1[nH]ncc1[N+](=O)[O-])N1CCOCC1 | -10% | -6% | 3% | -0.2% | i | 60 | 0.2% | 0.9 | 67 | 5% | 1.0%

Continued.
SMILES | NS5 inhibitors | MgcRacGAP inhibition | Salmonella PhoP GFP | West Nile antiviral | T cell HTS | T cell HTS vesicle-bound % | UTI89 phage lysis | NTR1 agonist | NTR1 agonist cell count 20 µM | Large T inhibition | RSV antiviral HEp-2 | others
CCOC(=O)c1c(NC(=O)CN2C(=O)NC3(CCCCCC3)C2=O)sc(C)c1-c1ccc(C)cc1 | -4% | 12% | 10% | -1.1% | i | 31 | 1.0% | 12 | 50 | 4% | 9.6%
Cc1c(O)ccc2cc(S(=O)(=O)c3ccccc3)c(=O)oc12 | 15% | 8% | 1% | 0.0% | i | 43 | -0.1% | 2.5 | 71 | 4% | 11%
CCn1c(-c2ccccc2Cl)nn(CC(=O)Nc2cc(Cl)ccc2Cl)c1=S | 1% | 4% | 14% | -0.9% | i | 7 | -0.4% | -1.0 | 38 | 1% | 5.2%
CC1CC(C)CN(C(=O)C2CCN(S(=O)(=O)N3CCC4(CC3)OCCO4)CC2)C1 (stereo not given) | -8% | 1% | 1% | 0.0% | i | 25 | 0.1% | 0.0 | 53 | 3% | 1.9%
COc1ccccc1NC(=O)COC(=O)c1oc2ccccc2c1C | -3% | 8% | -11% | 0.7% | i | 13 | -0.1% | 3.6 | 36 | -9% | 1.9%
CCOC(=O)c1cc(NC(=O)c2ccc(C)cc2)c(=O)oc1-c1ccccc1 | 1% | 5% | 1% | -0.6% | i | 56 | -0.3% | 4.2 | 80 | 4% | -0.8% | NS5 inhibitors pilot replicate=3.6
COc1ccc(S(=O)(=O)Nc2ccccc2C(=O)N2CCCCC2)cc1C | 1% | 7% | -1% | -0.8% | i | 8 | -0.2%[50 µM] | 1.2 | 64 | -2% | 0.7%
CCC(C(=O)Nc1cccc(C(F)(F)F)c1)c1ccccc1 (stereo not given) | 3% | 18% | 0% | -0.4% | i | 14 | -0.1% | 0.6 | 51 | -2% | 2.8%
CC1(CO)COC(c2ccccc2)=N1 (stereo not given) | 0% | 7% | -2% | 0.4% | i | 49 | -0.4%[50 µM] | -0.2 | 74 | 14% | 0.2%
CCN(C(=O)c1cc2c(=O)n3ccccc3nc2s1)C1CCCCC1 | -7% | 6% | 11% | -0.7% | i | 15 | 0.1% | 0.0 | 48 | 6% | 8.3%
COc1ccc(N2CCN(S(=O)(=O)c3c(C)noc3/C=C/N(C)C)CC2)cc1 | -1% | 7% | 12% | -0.4% | i | 6 | 0.2% | -0.6 | 67 | 8% | 0.8%
C(=N\Nc1ncnc2nc[nH]c12)/c1cccs1 | -6% | 7% | 1% | -0.4% | i | 24 | -0.5% | 0.2 | 40 | 5% | -0.2%
COC(=O)c1ccccc1OCCCOc1ccc(C=O)cc1OC | -11% | 4% | 4% | 0.3% | i | 22 | -0.1% | 1.0 | 67 | 0% | 3.0%
O=C(c1ccc(-c2ccccc2)cc1)N1CCN(c2nc3ccccc3o2)CC1 | -3% | 1% | -2% | -0.3% | / | / | 1.8% | / | / | 1% | /
O=C(NCCc1cccs1)c1cccs1 | -8% | -2% | 5% | 0.0% | i | 27 | -0.3% | 0.4 | 69 | -1% | 2.5%
Clc1ccc2[nH]c3c(N4CCC5(CC4)OCCO5)ncnc3c2c1 | / | / | -7% | 2.9% | i | 41 | 1.1%[50 µM] | 1.1 | 57 | 20% | 7.0%
COc1ccccc1C1CCN(Cc2cccc([N+](=O)[O-])c2)CC1 | -2% | 7% | 1% | -0.8% | i | 30 | 0.4% | -0.4 | 41 | 5% | -0.7%
COCc1ccc(CN2CCCC(CO)(Cc3ccccc3C)C2)o1 (stereo not given) | -10% | 1% | 4% | 0.1% | i | 62 | -0.8% | 0.9 | 46 | 18% | -0.9%

An excerpt of the results above, as a working copy:
SMILES | NS5 inhibitors | MgcRacGAP inhibition | Salmonella PhoP GFP | West Nile antiviral | T cell HTS | T cell HTS vesicle-bound % | UTI89 phage lysis | NTR1 agonist | NTR1 agonist cell count 20 µM | Large T inhibition | RSV antiviral HEp-2 | others
COc1ccccc1C1CCN(Cc2cccc([N+](=O)[O-])c2)CC1 | -2% | 7% | 1% | -0.8% | i | 30 | 0.4% | -0.4 | 41 | 5% | -0.7%
COCc1ccc(CN2CCCC(CO)(Cc3ccccc3C)C2)o1 (stereo not given) | -10% | 1% | 4% | 0.1% | i | 62 | -0.8% | 0.9 | 46 | 18% | -0.9%
